Screens as filed in PubChem.
Giardia FBPA inh: blocks Giardia fructose-bisphosphate aldolase activity; purified Giardia FBPA; Potency, µM (highest dose often 59.6 µM), without a hit: top-dose activity, negative = inhibition, hits mostly inhibitors; 290,000 compounds, 0.71% hits; AID 2451; further: potency means the concentration at half of the fitted maximal effect; nearly all actives have a fitted effect of over 55% in size
Target sequence (A8B2U2 whole entry, looked up): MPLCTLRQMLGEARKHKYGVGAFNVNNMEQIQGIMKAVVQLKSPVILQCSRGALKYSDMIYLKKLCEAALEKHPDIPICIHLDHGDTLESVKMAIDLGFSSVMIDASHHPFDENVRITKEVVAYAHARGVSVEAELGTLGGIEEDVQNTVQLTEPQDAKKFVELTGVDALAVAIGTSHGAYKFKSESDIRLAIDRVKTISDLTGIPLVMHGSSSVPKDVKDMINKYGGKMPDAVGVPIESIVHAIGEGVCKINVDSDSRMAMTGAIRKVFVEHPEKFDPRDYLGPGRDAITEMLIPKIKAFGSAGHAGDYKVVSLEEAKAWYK
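Giardia FBPA (40 nM reagent) was preincubated 10 min at RT with compound (up to 57.5 uM final), then substrate plus GAPDH/TPI/NAD/arsenate coupling system with diaphorase/resazurin was added; resorufin fluorescence (525/598 nm) was read after 20 min.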
AMA1 RON2 block: disrupts binding of P. falciparum AMA1 to RON2. AlphaScreen AMA1-biotinylated RON2 peptide binding. Potency, µM (top dose mostly 58.2 µM), for the others: top-dose activity change, negative = inhibition, usual class: inhibitors. 360,000 compounds, 0.2% hits;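 further: potency means the concentration at half of the fitted maximal effect; 0% = vehicle wells and -100% = peptide control; nearly all actives have a fitted effect of over 45% in size; some results filed as inactive show a strong effect at the top dose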
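AMA1 (3D7) with his tag at 25 nM final met compounds first, then biotinylated RON2 peptide at 25 nM; detection used donor plus acceptor beads, 10 µg/mL apiece, read by AlphaScreen after 30 min at room temperature.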
Sm TGR inh: S. mansoni TGR enzyme inhibition. Q962Y6. 360,000 compounds, 3% hits. Potency, µM (series often up to 114 µM), for inactives: at the highest dose activity change, negative = inhibition, most hits filed as inhibitors. purified TGR, DTNB reduction, TNB absorbance 405 nm; further: potency means the concentration at half of the fitted maximal effect; nearly all actives have a fitted effect of over 60% in size
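First, TGR (20 nM dispensed) and NADPH were mixed with compound. Second, a 15 min room-temperature incubation followed. Third, further NADPH and then DTNB were added to start the reaction. Finally, TNB absorbance was monitored kinetically.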
AmpC inh detg: inhibitors of E. coli AmpC beta-lactamase with detergent | P00811 | AmpC hydrolysis of nitrocefin, absorbance 480 nm, 0.01% Triton | Potency, µM (highest dose often 114 µM), for the others: at the top dose activity change, negative = inhibition, most hits filed as inhibitors | 370,000 compounds, 0.041% hits;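 further: potency means the concentration at half of the fitted maximal effect; 0% = no-compound wells and -100% = no-enzyme wells; nearly all actives have a fitted effect of over 25% in size; some results filed as inactive show a strong effect at the top dose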
Target sequence (P00811 whole entry, looked up): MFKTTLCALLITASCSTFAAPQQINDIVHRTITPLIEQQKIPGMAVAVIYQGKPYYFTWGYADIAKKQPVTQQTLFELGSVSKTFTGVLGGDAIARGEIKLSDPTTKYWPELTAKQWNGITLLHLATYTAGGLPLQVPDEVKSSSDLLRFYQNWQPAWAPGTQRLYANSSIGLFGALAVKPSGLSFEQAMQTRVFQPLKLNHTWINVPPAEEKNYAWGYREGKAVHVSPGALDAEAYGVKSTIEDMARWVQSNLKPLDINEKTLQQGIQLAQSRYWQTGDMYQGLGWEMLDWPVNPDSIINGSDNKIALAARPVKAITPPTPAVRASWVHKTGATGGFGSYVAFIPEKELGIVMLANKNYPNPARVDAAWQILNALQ
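20 mM phosphate pH 7.0 + 0.01% (detergent screen) or 0.0001% Triton X-100; 5.3 nM AmpC reagent; cpd preinc 15 min RT; nitrocefin (800 uM stock) to start; A480 q20 s × 4 min; Activity was normalised to no-enzyme and no-compound control wells.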
HCMV inh: human cytomegalovirus inhibition; AID 1259415; HFF cells, HCMV-luciferase reporter, 72 h; hits give low values; activity change, negative = inhibition, % at 57.5 µM; 410,000 compounds, 4.5% hits; in the data active means activity change below about -60%; inconclusive means no clear call, values can overlap the other calls; inactive means above about -39%
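Compounds were evaluated in HFFs infected with an HCMV luciferase reporter virus (MOI 1 PFU/cell). Luciferase in lysates collected 72 h post infection served as the replication measure.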
HCV inhibitor: inhibitors of hepatitis C virus infection; 340,000 compounds, 3.4% hits; Huh7.5.1 HCVcc-Cre infection, luciferase reporter, 44 h; Potency, µM (doses to about 41.8 µM), inactives show at the top dose activity change, negative = inhibition, actives largely listed as inhibitors; further: potency means the concentration at half of the fitted maximal effect
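Antiviral activity was scored by luciferase reporter output from cells infected with HCVcc-Cre (~0.5 moi) in presence of compound, 44 h infection period, cells seeded 1,000/well 4 h prior.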
* hit, by the source's call; & = joins results of further samples; [ ] = dose if it differs, or a comment. Unless noted, the call rests on the fitted dose curve; in most records, active means well fitted curve in the direction sought with a large enough effect; inconclusive means small, poorly fitted or top-dose-only effect, or another doubt; inactive means no such curve, though single readings can be large; an effect the other way counts as inactive or inconclusive. Unless noted, on the % scale 0 is the no-effect control and ±100 the full control effect. An unsorted share of the library; overall some 9.3% were active at least once.

How did CN(Cc1ccccc1)C(=O)c1ccc(NC(=O)Cc2ccc(NC(=O)C3CCCN(C(=O)C4CCCCC4)C3)cc2)cc1 (configuration not stated) do in these assays?
AMA1 RON2 block: 14%; HCMV inh: -36; HCV inhibitor: 16%[8.37 µM]

How did N#Cc1cc2c(nc1SCC(=O)Nc1cccc(C(F)(F)F)c1)C1CCN2CC1 do in these assays?
Sm TGR inh: 5%; AmpC inh detg: 1%; HCMV inh: inconclusive

How did O=C(CN1CCCC1)N1c2ccccc2C=Cc2ccccc21 do in these assays?
Giardia FBPA inh: -5%; AMA1 RON2 block: -4%; Sm TGR inh: -1%[57.1 µM]; AmpC inh detg: 0%; HCMV inh: -39; HCV inhibitor: -7%

What do the screens show for `COC(=O)c1[nH]c2ccc(C)cc2c1NC(=O)NC1CCCCC1`?
Giardia FBPA inh: 11%; AMA1 RON2 block: 12%; Sm TGR inh: -5%; AmpC inh detg: 2%; HCMV inh: 51; HCV inhibitor: -22%

How did Brc1ccc2nc(-c3ccncc3)c(NC3CCCC3)n2c1 do in these assays?
Giardia FBPA inh: 0%; AMA1 RON2 block: 4%; Sm TGR inh: 0%; AmpC inh detg: 1%; HCMV inh: inconclusive; HCV inhibitor: 6%

What do the screens show for `Cc1ccc(SCC(=O)OCC(=O)N(C)CC(=O)Nc2ccccc2Cl)cc1`?
AMA1 RON2 block: -3%; Sm TGR inh: -11%; AmpC inh detg: -8%; HCMV inh: -29; HCV inhibitor: inconclusive

Results for CCC(C)Sc1ccc([C@H]2N[C@@](C)(C(=O)OC)[C@H]3C(=O)N(CC)C(=O)[C@@H]23)cc1 (some centres not stated) ?
AMA1 RON2 block: 11%; Sm TGR inh: 1%; AmpC inh detg: -5%; HCMV inh: 1; HCV inhibitor: 15%

What do the screens show for `CC1CCCN(C(=O)C2COc3ccccc3O2)C1` (configuration not stated)?
AMA1 RON2 block: 2%; Sm TGR inh: 0%; AmpC inh detg: 2%; HCMV inh: -16; HCV inhibitor: 7%

Results for O=c1c2cnn(-c3ccccc3)c2nc(-c2ccco2)n1-c1ccccc1 ?
Giardia FBPA inh: 22%; AMA1 RON2 block: -14%; Sm TGR inh: -13%; AmpC inh detg: -4%; HCMV inh: -71*; HCV inhibitor: 13µM*

Results for O=C(NC1CCCC1)C1CCN(C(=O)c2ccc(-c3ccccc3)cc2)CC1 ?
Giardia FBPA inh: 3%; AMA1 RON2 block: 5%; Sm TGR inh: 0%; AmpC inh detg: 5%; HCMV inh: -14; HCV inhibitor: -9%

What do the screens show for `Cc1cc(OCC(=O)N2CCc3ccccc3C2)c(C)cc1Br`?
Giardia FBPA inh: 1%; AMA1 RON2 block: 24%; Sm TGR inh: 1%; AmpC inh detg: 7%; HCMV inh: 21; HCV inhibitor: inconclusive

Results for COc1ccc(C(=O)c2sc(NC(C)C)nc2N)cc1OC ?
Giardia FBPA inh: 1%; AMA1 RON2 block: -6%; Sm TGR inh: -5%; AmpC inh detg: -2%; HCMV inh: inconclusive; HCV inhibitor: inconclusive

What do the screens show for `COc1ccc(C(=O)NC(=S)NNC(=O)c2c(-c3ccccc3)noc2C)cc1`?
Giardia FBPA inh: inconclusive; AMA1 RON2 block: 31%[activator]; Sm TGR inh: -7%; AmpC inh detg: -7%; HCMV inh: 114; HCV inhibitor: 27%

How did CCc1cc2cc(C(=O)Nc3ccc(C)cc3)sc2s1 do in these assays?
Giardia FBPA inh: 6%; AMA1 RON2 block: -6%; Sm TGR inh: -2%; AmpC inh detg: 2%; HCMV inh: -67*; HCV inhibitor: -14%

Results for CCc1noc(C)c1C(=O)NNC(=O)c1ccc(Br)cc1 ?
AMA1 RON2 block: 14%; Sm TGR inh: 4%; AmpC inh detg: -7%; HCMV inh: -1; HCV inhibitor: 2%

What do the screens show for `COc1cc(NC(=O)Cn2ccn(Cc3ccccc3OC)c(=O)c2=O)cc(OC)c1`?
Sm TGR inh: 2%; AmpC inh detg: 16%; HCMV inh: -32

How did Cn1cncc1C#Cc1ccc2cc(CCCO)oc(=O)c2c1 do in these assays?
AMA1 RON2 block: -4%; Sm TGR inh: -14%; AmpC inh detg: -1%; HCMV inh: 9; HCV inhibitor: -12%

How did COc1ccccc1OCC(=O)NNC(=O)c1c(-c2ccccc2Cl)noc1C do in these assays?
Giardia FBPA inh: 5%; AMA1 RON2 block: 89%[activator]; Sm TGR inh: 0%; AmpC inh detg: inconclusive; HCMV inh: -35; HCV inhibitor: 25%

What do the screens show for `CS(=O)(=O)N(CC(=O)NCCSCc1ccccc1)c1ccccc1F`?
Giardia FBPA inh: -1%; AMA1 RON2 block: 3%; Sm TGR inh: -25%; AmpC inh detg: 0%; HCMV inh: 16; HCV inhibitor: 11%

Results for COc1ccc(OCC(=O)N2CCN(c3cccc(C(F)(F)F)c3)CC2)cc1 ?
Giardia FBPA inh: -8%; AMA1 RON2 block: 30%; Sm TGR inh: -6%[11.4 µM]; AmpC inh detg: -12%; HCMV inh: -7; HCV inhibitor: 7%

Results for NC(=O)c1cc(C(=O)c2ccc(Cl)cc2)c[nH]1 ?
Giardia FBPA inh: 0%; AMA1 RON2 block: -7%; Sm TGR inh: 5%; AmpC inh detg: 7%; HCMV inh: -1; HCV inhibitor: 11%

Results for CC(C)N=C(NS(=O)(=O)c1ccccc1)C(Cl)(Cl)Cl ?
Giardia FBPA inh: 8%; AMA1 RON2 block: 1%[11.6 µM]; Sm TGR inh: -22%; AmpC inh detg: 1%; HCMV inh: -98*; HCV inhibitor: inconclusive

What do the screens show for `O=C(CCS(=O)(=O)c1ccccc1)Nc1nccs1`?
Giardia FBPA inh: 0%; AMA1 RON2 block: 0%; Sm TGR inh: 7%; AmpC inh detg: 1%; HCMV inh: -13; HCV inhibitor: 5%

Results for COc1cccc(C(=O)c2cc3ccc(O)cc3oc2=O)c1 ?
Giardia FBPA inh: 13%; AMA1 RON2 block: -10%; Sm TGR inh: 0%; AmpC inh detg: -4%; HCMV inh: -14; HCV inhibitor: 25%

What do the screens show for `O=C(N/N=C/c1ccc(Cl)cc1)c1cc(-c2cccnc2)nc2ccccc12`?
Giardia FBPA inh: 7%; AMA1 RON2 block: -1%; Sm TGR inh: 1%; AmpC inh detg: -4%; HCMV inh: inconclusive; HCV inhibitor: inconclusive

How did Cc1cccc(N2CCN(C(=O)C3CCCN(S(=O)(=O)c4ccc(Br)s4)C3)CC2)c1C (configuration not stated) do in these assays?
Sm TGR inh: 5%; AmpC inh detg: 11%; HCMV inh: -62*

Results for COc1cc(CNc2ccc3[nH]c(=O)[nH]c3c2)cc(Br)c1OCc1ccc(F)cc1 ?
Giardia FBPA inh: -11%; AMA1 RON2 block: -9%; Sm TGR inh: -5%&-8%; AmpC inh detg: 1%&-8%; HCMV inh: inconclusive; HCV inhibitor: -10%

What do the screens show for `COCc1c(C(=O)OCC(=O)NCc2ccco2)oc2ccccc12`?
AMA1 RON2 block: -6%; HCMV inh: -7; HCV inhibitor: 5%

What do the screens show for `CCOc1cccc(-c2c(C(=O)N/N=C/c3ccsc3)nnn2-c2nonc2N)c1`?
AMA1 RON2 block: 13%; Sm TGR inh: -5%; AmpC inh detg: -7%; HCMV inh: -14; HCV inhibitor: 11%

How did O=C1COc2ccc(C(=O)CSc3nnc(Cc4ccccc4)o3)cc2N1 do in these assays?
AMA1 RON2 block: 8%; Sm TGR inh: -16%; AmpC inh detg: inconclusive; HCMV inh: -2; HCV inhibitor: inconclusive

What do the screens show for `COc1cc(C(=O)N2CCN(C)CC2)cc(OC)c1OC`?
Giardia FBPA inh: -24%; AMA1 RON2 block: 1%; Sm TGR inh: -3%; AmpC inh detg: 0%; HCMV inh: 13; HCV inhibitor: 0%

Results for COC(=O)c1nnn(CC(=O)Nc2ccc(Br)c(C)c2)c1N ?
Sm TGR inh: 9%; AmpC inh detg: 5%; HCMV inh: 41

What do the screens show for `C[N+](C)(C)CCNC(=O)c1cc[n+](Cc2ccccc2)c(/C=N/O)c1`?
Giardia FBPA inh: inconclusive; AMA1 RON2 block: 13%; Sm TGR inh: -14%; AmpC inh detg: -1%; HCMV inh: -8; HCV inhibitor: 10%

What do the screens show for `CC1=C(C(=O)OCc2ccccc2)C(c2ccccc2OS(=O)(=O)c2ccc([N+](=O)[O-])cc2)NC(=O)N1CCCC(=O)O` (configuration not stated)?
AMA1 RON2 block: -11%; HCMV inh: 14; HCV inhibitor: 7%

Results for COCC(=O)N1CCC(Oc2ccc(C(=O)N(C)C(C)c3ccon3)cc2)CC1 (configuration not stated) ?
Giardia FBPA inh: -6%; AMA1 RON2 block: -22%; Sm TGR inh: -3%; AmpC inh detg: inconclusive; HCMV inh: 34; HCV inhibitor: 3%

What do the screens show for `Cc1ccc(S(=O)(=O)N2Cc3cnnn3-c3ccccc3C2C#N)cc1` (configuration not stated)?
AMA1 RON2 block: -19%; HCMV inh: -8; HCV inhibitor: -20%[8.37 µM]

How did O=[N+]([O-])c1cccc(-c2c[n+]3c(n2-c2ccccc2)SCC3)c1 do in these assays?
Giardia FBPA inh: -5%; AMA1 RON2 block: 4%; Sm TGR inh: 2%; AmpC inh detg: -11%; HCMV inh: -30; HCV inhibitor: -11%

What do the screens show for `CCOc1cccc(CN2CCCC(CNC(=O)c3cccc(OC)c3OC)C2)c1` (configuration not stated)?
Giardia FBPA inh: 5%; AMA1 RON2 block: 15%; Sm TGR inh: -21%; AmpC inh detg: inconclusive; HCMV inh: 65; HCV inhibitor: -10%

Results for O=C(COC(=O)c1ccccc1O)NCc1ccco1 ?
AMA1 RON2 block: -21%; HCMV inh: -17; HCV inhibitor: 2%

What do the screens show for `CC(NC(=O)CN(c1ccc(Br)cc1)S(C)(=O)=O)c1ccccc1` (configuration not stated)?
Giardia FBPA inh: 8%; AMA1 RON2 block: -1%; Sm TGR inh: -10%; AmpC inh detg: -7%; HCMV inh: 32; HCV inhibitor: 24%

What do the screens show for `Cc1ccc(NC(=O)CCC(=O)c2ccccc2)cc1`?
AMA1 RON2 block: 11%; HCMV inh: 7; HCV inhibitor: 13%

How did O=C(COC(=O)c1ncc(Cl)c(Cl)c1Cl)NC(=O)c1ccccc1 do in these assays?
AMA1 RON2 block: -6%; Sm TGR inh: 6%; AmpC inh detg: 2%; HCMV inh: -24; HCV inhibitor: -1%

Arranged by length of the SMILES (ascending): four of the compounds above
Results for O=C(COC(=O)c1ccccc1O)NCc1ccco1 ?
AMA1 RON2 block: -21%; HCMV inh: -17; HCV inhibitor: 2%

What do the screens show for `Cc1ccc(NC(=O)CCC(=O)c2ccccc2)cc1`?
AMA1 RON2 block: 11%; HCMV inh: 7; HCV inhibitor: 13%

What do the screens show for `CC(NC(=O)CN(c1ccc(Br)cc1)S(C)(=O)=O)c1ccccc1` (configuration not stated)?
Giardia FBPA inh: 8%; AMA1 RON2 block: -1%; Sm TGR inh: -10%; AmpC inh detg: -7%; HCMV inh: 32; HCV inhibitor: 24%

How did O=[N+]([O-])c1cccc(-c2c[n+]3c(n2-c2ccccc2)SCC3)c1 do in these assays?
Giardia FBPA inh: -5%; AMA1 RON2 block: 4%; Sm TGR inh: 2%; AmpC inh detg: -11%; HCMV inh: -30; HCV inhibitor: -11%
